Assay outcomes deposited in PubChem BioAssay by National Center for Advancing Translational Sciences (NCATS).
GAA glycogen = qHTS Assay for Inhibitors and Activators of Human alpha-Glucosidase Cleavage of Glycogen. recombinant GAA, glycogen substrate, Amplex Red glucose oxidase fluorescence. AID 2100, 2009. 300,000 tested, 0.38% active. Lysosomal alpha-glucosidase (Homo sapiens), P10253. Potency, µM (titrated, usually from 76.4 µM), inactives show at the highest dose activity change, negative = inhibition, most hits filed as inhibitors;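 note: 0% = full enzyme reaction and -100% = no-enzyme basal signal; the screen sought inhibitors and activators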
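qHTS, 1536-well; enzyme 4 nM final; cpd up to 77 uM; substrate bovine liver glycogen 30 ug; 50 mM citrate/phosphate pH 5.0, 0.01% Tween-20; 37 C, 40 min; Amplex Red detection 45 min RT; Hill fit → AC50.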
ALDH1A1 inh = qHTS Assay for Inhibitors of Aldehyde Dehydrogenase 1 (ALDH1A1); 220,000 tested, 7.3% active; Purified ALDH1A1, NADH fluorescence, propionaldehyde substrate; Potency, µM (titrated, usually from 75.3 µM), without a hit: at the top dose activity, negative = inhibition, usual class: inhibitors; active = well fitted inhibition curve with a large enough effect, not every such curve was filed as active; inconclusive = small, poorly fitted or top-dose-only effect, or another doubt; inactive = no such curve, though single readings can be large or run the other way;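 note: plate controls were no enzyme wells and a reference inhibitor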
aGal spleen mod = qHTS Assay for Inhibitors and Activators of Human alpha-Galactosidase From Spleen Homogenate; Alpha-galactosidase A (Homo sapiens), P06280; human spleen homogenate, 4MU-alpha-Gal fluorescence, 40 min; Potency, µM (highest dose often 80 µM), without a hit: at the top dose activity change, negative = inhibition, usual class: inhibitors; 240,000 tested, 0.008% active;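 note: 0% = enzyme with vehicle and -100% = no enzyme basal signal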
Target sequence (P06280 32-429 limits assumed): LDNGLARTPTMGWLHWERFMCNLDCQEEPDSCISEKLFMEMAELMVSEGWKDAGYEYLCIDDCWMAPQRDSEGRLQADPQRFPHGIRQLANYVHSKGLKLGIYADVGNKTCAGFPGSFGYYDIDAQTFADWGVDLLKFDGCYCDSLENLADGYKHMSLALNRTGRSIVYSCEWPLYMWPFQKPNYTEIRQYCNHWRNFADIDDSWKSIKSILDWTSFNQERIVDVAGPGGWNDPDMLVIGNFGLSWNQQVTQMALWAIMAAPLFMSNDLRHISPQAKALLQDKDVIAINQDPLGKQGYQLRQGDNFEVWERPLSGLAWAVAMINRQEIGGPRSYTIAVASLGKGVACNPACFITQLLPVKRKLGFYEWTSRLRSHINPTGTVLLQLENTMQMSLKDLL
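Spleen homogenate 1 ug + cpd (titration) + 4-MU-alpha-D-galactopyranoside 1 mM; 37C 40 min; 50 mM citrate/phosphate pH 5.0, 0.01% Tween-20; stop pH 10; fluorescence 365/440; AC50 via Hill.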
GAA inhib = qHTS Assay for Inhibitors of Human alpha-Glucosidase as a Potential Chaperone Treatment of Pompe Disease. Potency, µM (titrated, usually from 76.9 µM), for inactives: at the highest dose activity change, negative = inhibition, most hits filed as inhibitors. AID 1466, 2008. 200,000 tested, 0.005% active. purified human GAA, 4-MU-alpha-glucoside fluorescence. Lysosomal alpha-glucosidase (Homo sapiens), P10253;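 note: plate controls were uninhibited enzyme wells for no effect and no-enzyme background for full effect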
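Compounds are titrated up to 77 uM against 4 nM human enzyme. Substrate 4-methylumbelliferyl-alpha-D-pyranoside (400 uM) reacts 20 min at room temperature in pH 5.0 buffer; liberated 4-methylumbelliferone is read at 440 nm.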
NPSR antagonist = qHTS Assay for Antagonists of the Neuropeptide S Receptor: cAMP Signal Transduction. Q6W5P4. CHO-NPSR cells, cAMP TR-FRET, antagonist mode. Potency, µM (highest dose often 38.3 µM), for the others: top-dose activity change, negative = inhibition, hits mostly inhibitors. 220,000 tested, 1% active. AID 1461, 2008; note: % is set by controls: 0 for no effect and ±100 for the full control effect; nearly all actives have a fitted effect of over 50% in size; many of its hits are not listed in these tables
Target sequence (Q6W5P4 whole entry, looked up): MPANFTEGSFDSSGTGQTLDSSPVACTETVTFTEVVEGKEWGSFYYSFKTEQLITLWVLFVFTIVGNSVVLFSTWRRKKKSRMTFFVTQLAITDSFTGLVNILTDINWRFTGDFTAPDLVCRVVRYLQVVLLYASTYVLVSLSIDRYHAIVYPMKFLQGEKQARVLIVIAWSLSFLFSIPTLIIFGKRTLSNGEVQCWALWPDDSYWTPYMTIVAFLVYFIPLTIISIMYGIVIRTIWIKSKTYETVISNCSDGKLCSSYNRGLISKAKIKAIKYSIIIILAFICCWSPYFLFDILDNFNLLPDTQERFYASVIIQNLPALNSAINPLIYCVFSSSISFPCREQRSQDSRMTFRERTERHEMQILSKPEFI
GAA spleen mod = qHTS Assay for Inhibitors and Activators of Human alpha-Glucosidase From Spleen Homogenate; Lysosomal alpha-glucosidase (Homo sapiens), P10253; human spleen homogenate, 4-MU-alpha-glucoside fluorescence; Potency, µM (highest dose often 79.9 µM), without a hit: top-dose activity change, negative = inhibition, hits mostly inhibitors; 240,000 tested, 0.006% active;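 note: 0% = enzyme with vehicle and -100% = no enzyme basal signal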
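Compounds were titrated against alpha-glucosidase in spleen homogenate at pH 5.0, with 1 mM 4-methylumbelliferyl substrate for 40 min at 37 C. Reactions were quenched with pH 10 NaOH/glycine and fluorescence measured.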
Tau fluor cs = Counterscreen qHTS for Inhibitors of Tau Fibril Formation, Fluorescence Polarization | tau K18 P301L Alexa594 fluorescence, heparin fibrillization | AID 1463, 2008 | Potency, µM (titrated, usually from 57.7 µM), without a hit: top-dose activity change, negative = decrease | 280,000 tested, 0.93% active; note: % is set by controls: 0 for no effect and ±100 for the full control effect; nearly all actives have a fitted effect of over 55% in size
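Human tau K18 P301L (15 uM unlabeled, 0.24 uM Alexa 594-labeled) in 100 mM sodium acetate pH 7 with 20 uM heparin, 6 hr at 37 C. ThT 30 uM added, 1 hr ambient; Alexa 594 FP and total fluorescence read at 555/632 nm.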
Epigenetic derep = Quantitative High-Throughput Screen for Regulators of Epigenetic Control; murine LDR cells, GFP reporter derepression, 30 h; Potency, µM (highest dose often 53.9 µM), inactives show top-dose GFP activation, usual class: activators; 280,000 tested, 0.2% active; AID 1865, 2009; note: % of control where 0% means no effect; nearly all actives have a fitted effect of over 60% in size
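Murine LDR cells bearing a silenced CMV-driven GFP reporter were exposed to compound for 30 h at 37 C. After PBS washes, GFP-positive cells (20-120 um objects) counted by laser-scanning microplate cytometry.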
* = called active by the depositor; ? = inconclusive; · = not tested or not shown; & = joins results of further samples; [ ] = dose if it differs, or a comment. Unless noted, calls come from the whole dose curve; as a rule, active = well fitted curve in the direction sought with a large enough effect; inconclusive = small, poorly fitted or top-dose-only effect, or another doubt; inactive = no such curve, though single readings can be large; an effect the other way counts as inactive or inconclusive. Potency is the fitted concentration of half-maximal effect. A portion of the library; count on the stated rates, not on these rows.

entry	SMILES	GAA glycogen	ALDH1A1 inh	aGal spleen mod	GAA inhib
1	CC(C)NC(=O)CCS(=O)(=O)c1ccc(Br)s1	-8%	-4%	4%	-2%
2	O=C1OC(/C=C/c2ccccc2)=NC/1=C/C=C/c1ccccc1	9%	?	3%	-3%
3	Fc1ccc(OCc2nc(-c3cccs3)no2)cc1	8%	1%	1%	3%
4	Cc1ccc(-n2nnnc2SC(C)C(=O)Nc2ccc(Cl)cn2)cc1 (configuration not stated)	-9%	?	-3%	-18%
5	CC1(C)CC(=O)C(C(C2=C(O)CC(C)(C)CC2=O)c2ccc(O)c([N+](=O)[O-])c2)=C(O)C1	-29%	?	11%	10%
6	COc1ccccc1N1CCN(c2ccc([N+](=O)[O-])nc2)CC1	-8%	-4%	0%	-9%
7	CCSc1ccc2c(c1)N(CCCN1CCN(C)CC1)c1ccccc1S2	·	1%[20.9 µM]	-6%[29.1 µM]	·
8	C=CCn1c2ccccc2c2nnc(SCC(=O)Nc3cc(C)on3)nc21	22%	-1%	2%	-2%
9	N#Cc1cnn(-c2ncnc3sc(-c4ccccc4)cc23)c1N	7%	5%	-13%	5%
10	C=C(C)CNC(=S)Nc1sc2c(c1C(=O)OCC)CC(C)(C)OC2	?	13µM*	5%	1%

entry	NPSR antagonist	GAA spleen mod	Tau fluor cs	Epigenetic derep
1	6%[46.1 µM]	-4%	-5%	4.9%
2	-6%	3%	-3%	1.5%
3	-14%	3%	-16%	3.2%
4	?	-4%	-14%	-5.3%
5	-9%	11%	-6%	1.6%
6	-12%	0%	-5%	-2.0%
7	·	-12%[29.1 µM]	·	3.8%[16.9 µM]
8	-6%[46.1 µM]	-2%	-11%	2.8%
9	-7%[46.1 µM]	-5%	-12%	1.6%
10	-19%[46.1 µM]	0%	-20%	0.9%

Quoted from the listing.
GAA inhib, cpd 3 → 3%
GAA glycogen, cpd 4 → -9%

Carrying on:
entry	SMILES	GAA glycogen	ALDH1A1 inh	aGal spleen mod	GAA inhib
11	CCN(CC)c1ccc(C=Nc2ccccc2C)c(O)c1	-1%	-14%	5%	-9%
12	Cc1cc(=O)[nH]c(SCc2cccc(Br)c2)n1	2%	-8%	4%	-11%
13	COC(=O)c1ccc(COc2ccc(C3C4=C(CCCC4=O)Nc4onc(C)c43)cc2)cc1 (configuration not stated)	?	?	13%	1%
14	Cc1ccc(NC2=C(Cl)C(=O)OC2OC(=O)c2ccco2)cc1 (configuration not stated)	-3%	5%	-3%	-8%
15	CC(C)(C)c1nnc2sc(SCC(=O)c3ccc4c(c3)OCCO4)nn2c1=O	2%	?	5%	-5%
16	O=C(c1ccco1)N1CCN(c2ncccn2)CC1	-3%	?	-2%	-4%[15.4 µM]
17	COc1c(F)c(F)c(C(=O)Nc2ccc(NC(=O)c3ccco3)cc2)c(F)c1F	-7%	5%	-4%	-1%
18	Cc1cccnc1NC(=O)C(C)Oc1ccccc1 (configuration not stated)	-12%	-9%	-3%	1%
19	CCN(CC(=O)Nc1ccc(S(N)(=O)=O)cc1)S(=O)(=O)c1cc(C)ccc1OC	0%	8%	2%	-2%
20	Cc1cc(NCc2ccccc2)nc(-c2ccccc2O)n1	-12%	?	12%	?

entry	NPSR antagonist	GAA spleen mod	Tau fluor cs	Epigenetic derep
11	-1%	-6%	-10%	-1.9%
12	-7%[46.1 µM]	-7%	-8%	-1.0%
13	?	-3%	?	-0.8%
14	-7%[46.1 µM]	-11%	?	5.0%
15	-20%	-2%	-7%	-0.8%
16	3%[46.1 µM]	4%	-1%	0.7%
17	-13%[46.1 µM]	-3%	-4%	-1.1%
18	-5%[46.1 µM]	2%	6%	0.0%
19	-21%[46.1 µM]	-1%	-8%	1.1%
20	?	5%	13µM*[quencher]	-1.0%

Additional compounds follow.
entry	SMILES	GAA glycogen	ALDH1A1 inh	aGal spleen mod	GAA inhib
21	N#Cc1ccsc1NC(=O)c1ccc(Cl)c([N+](=O)[O-])c1	-3%	·	-17%	·
22	CCCS(=O)(=O)N1CCCC(C(=O)N2CCN(c3ccccc3)CC2)C1 (configuration not stated)	1%	-2%	-15%	-2%
23	Cc1nc2ccccn2c1C(=O)N=Nc1c(O)[nH]c2ccccc12	-5%	-10%	13%	9%
24	Cc1ccc(NC(=O)c2ccc(Cl)c(N3C(=O)C=CC3=O)c2)cc1	-1%	3.2µM*	1%	-3%
25	Cc1nn(CC(=O)NCc2ccccc2F)c(C)c1[N+](=O)[O-]	17%	-4%	-17%	?
26	CCOc1ccc(NC(=S)NC(=O)c2c(Br)cnn2C)c([N+](=O)[O-])c1	-4%	?	0%	-1%
27	Cc1ccc(-n2c(=O)c3sccc3n(CC(=O)NC3CCCCC3)c2=O)cc1	8%	-1%	9%	1%
28	CCCC/C(C)=N/NC(=O)CN(c1ccc(Br)cc1)S(=O)(=O)c1ccccc1	-6%	-9%	5%	-1%
29	O=C(CN1CCCCCC1)NCCc1ccc(F)cc1	-9%	-3%	0%	3%[15.4 µM]
30	CCc1ccc(C2=NN(c3ccc(S(N)(=O)=O)cc3)C(c3ccc(F)cc3)C2)cc1 (configuration not stated)	-5%	?	?	?

entry	NPSR antagonist	GAA spleen mod	Tau fluor cs	Epigenetic derep
21	11%[7.67 µM]	-6%	?	1.2%
22	0%[46.1 µM]	7%	3%	-2.0%
23	3%	0%	12%	0.1%
24	?	-6%	-2%	-0.9%
25	-2%	2%	-16%	0.1%
26	-9%	-3%	?	-0.2%
27	0%	4%	-6%	1.6%
28	8%	-2%	-3%	0.0%
29	4%[46.1 µM]	-2%	-1%	2.7%
30	10µM*	?	?	9.5%

(continued)
entry	SMILES	GAA glycogen	ALDH1A1 inh	aGal spleen mod	GAA inhib
31	CCOc1ccc(S(=O)(=O)NNC(=O)c2cc3ccccc3o2)cc1	?	-13%	0%	-4%
32	Cn1c(Cn2nnc(-c3ccccc3)n2)nnc1SCc1ccccc1Cl	14%	?	8%	?
33	Cc1cc(=O)n(CC(=O)O)c2ccccc12	21%	-6%	-8%	-11%
34	Cc1nccn1CC1CCC2C(C1=O)c1ccccc1N2C (configuration not stated)	·	4%	5%	·
35	CCN(Cc1ccccc1)S(=O)(=O)c1cc(C(=O)NC2CCCCCC2)ccc1OC	-11%	?	-2%	-7%
36	C[C@H]1CC[C@H]2C(=O)N3[C@H](c4cccc(N5CCCC5=O)c4)[C@@H](C)CC[C@H]3C(=O)N2[C@@H]1c1cccc(N2CCCC2=O)c1	7%	3%	4%	-1%
37	Cc1ccc2nc(NC(=O)COC(=O)c3ccco3)sc2c1	10%	-11%	0%	-1%
38	O=C(NCc1cccs1)C1CCCN1C(=O)Nc1ccc(Cl)cc1 (configuration not stated)	0%	7%	0%	-2%
39	CCCCC#CC1C=CC(Oc2cc(OC)c(OC)c(OC)c2)C(CO)O1 (configuration not stated)	·	-14%[13.5 µM]	-9%[17.5 µM]	·
40	Cc1nnc(C)n1/N=C/c1cccn1C	7%	-2%	1%	-8%

entry	NPSR antagonist	GAA spleen mod	Tau fluor cs	Epigenetic derep
31	1%	-2%	-2%	0.0%
32	?	-2%	-11%	0.1%
33	-18%	-5%	-10%	2.0%
34	·	0%	1%	2.9%
35	-24%	-9%	0%	-2.9%
36	4%	1%	-12%	4.3%
37	-24%[46.1 µM]	-8%	-15%	-0.7%
38	17%	6%	5%	-2.2%
39	·	1%[17.4 µM]	-7%[11.6 µM]	1.1%[10.1 µM]
40	-4%[46.1 µM]	0%	5%	-2.1%

Next part.
entry	SMILES	GAA glycogen	ALDH1A1 inh	aGal spleen mod	GAA inhib
41	Cc1ccc(-c2cc(-c3ccccc3O)nc(N/N=C/c3cccnc3)n2)cc1	4%	13%	4%	7%
42	N#Cc1c(N2CCCCC2)nc(N)c2c(N)nc(SCC(=O)O)cc12	4%	·	-4%	·
43	CCCCCOC(=O)C1[C@H]2C(=O)N(c3ccccc3CC)C[C@]23C=C[C@H]1O3 (some centres not stated)	-9%	-5%	-4%	2%
44	O=C(NNC(=O)c1ccc(Cl)cc1Cl)c1csc(-c2cccnc2)n1	12%	·	-8%	·
45	CCC(C)Nc1nc(N)c([N+](=O)[O-])c(Nc2ccccc2OC)n1 (configuration not stated)	-18%	·	8%	·
46	CCOC(=O)C(NCCCCl)c1ccccc1 (configuration not stated)	-3%	1%	2%	2%
47	Cc1cccc(C2=NN(c3ccccc3)[C@@H](C(=O)N3CCOC3=O)[C@@H]2c2ccc([N+](=O)[O-])cc2)c1	·	-2%	0%	·
48	Cc1c(/C=N/Nc2ccc([N+](=O)[O-])cn2)c2ccccc2n1Cc1ccccc1	-3%	·	5%	·
49	CCCCCC#CCC#CCC#CCC#CCCCC(=O)O	-8%	-10%&-5%&-9%	-8%&10%&0%&6%	0%[15.4 µM]
50	COc1ccnc(NCc2cccc(C(F)(F)F)c2)c1C#N	6%	-6%	9%	-9%

entry	NPSR antagonist	GAA spleen mod	Tau fluor cs	Epigenetic derep
41	-5%[46.1 µM]	-1%	?	15%
42	18%	7%	-17%	5.0%
43	4%[7.67 µM]	8%	-4%	0.8%
44	12%	-4%	-16%	0.0%
45	17%[7.67 µM]	2%	?	0.0%
46	-5%[46.1 µM]	-3%	1%	2.3%
47	·	6%	?	-3.1%
48	-1%	0%	?	0.0%
49	-6%	-6%&0%&-9%&3%	-15%&-13%&-3%&-6%	1.1%&0.0%&0.0%&-1.1%
50	-3%[46.1 µM]	-6%	-9%	1.0%

Arranged by the number under NPSR antagonist (lowest first): some entries from above
no.	SMILES	GAA glycogen	ALDH1A1 inh	aGal spleen mod	GAA inhib	NPSR antagonist	GAA spleen mod	Epigenetic derep
48	Cc1c(/C=N/Nc2ccc([N+](=O)[O-])cn2)c2ccccc2n1Cc1ccccc1	-3%	·	5%	·	-1%	0%	0.0%
44	O=C(NNC(=O)c1ccc(Cl)cc1Cl)c1csc(-c2cccnc2)n1	12%	·	-8%	·	12%	-4%	0.0%
42	N#Cc1c(N2CCCCC2)nc(N)c2c(N)nc(SCC(=O)O)cc12	4%	·	-4%	·	18%	7%	5.0%
